GCN5L2 inh: blocks human GCN5L2 histone acetyltransferase. 390,000 compounds, 0.21% hits. Potency, µM (top dose mostly 58.9 µM), without a hit: top-dose activity change, negative = inhibition, hits mostly inhibitors. GCN5L2 HAT assay, ThioGlo1 CoA-SH fluorescence
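qHTS, 1536-well. 20nM enzyme, pH 7.5 HEPES/EDTA/Tween-20 buffer; 15 min compound preinc., RT. Start: 75uM H3(1-25), 70uM AcCoA, 50uM ThioGlo1. Read Ex340/Em540 at t=0 (autofluorescence flag) and t=20 min.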
TDP1 cell noCPT: qHTS for Inhibitors of human tyrosyl-DNA phosphodiesterase 1 (TDP1): qHTS in cells in absence of CPT | DT40 Tdp1-/- hTDP1 cells, no CPT, ATP luminescence, 48 h | Potency, µM (doses to about 46.2 µM), for inactives: at the highest dose activity change, negative = growth inhibition, actives largely listed as inhibitors | 420,000 compounds, 15% hits; further: nearly all actives have a fitted effect of over 55% in size
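Chicken DT40 Tdp1-/- cells stably complemented with human TDP1 were seeded at 400 cells/well with DMSO in place of 20 nM camptothecin. After compound pinning, cells grew at least 48 hr at 37 °C; viability read by CellTiter-Glo luminescence.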
TDP1 inh: inhibitors of human tyrosyl-DNA phosphodiesterase TDP1. recombinant TDP1, AlphaScreen DNA substrate cleavage. Q9NUW8. 350,000 compounds, 0.28% hits. AID 485290. Potency, µM (titrated, usually from 130 µM), for the others: at the highest dose activity change, negative = inhibition, actives largely listed as inhibitors; further: nearly all actives have a fitted effect of over 40% in size
Target sequence (Q9NUW8 whole entry, looked up): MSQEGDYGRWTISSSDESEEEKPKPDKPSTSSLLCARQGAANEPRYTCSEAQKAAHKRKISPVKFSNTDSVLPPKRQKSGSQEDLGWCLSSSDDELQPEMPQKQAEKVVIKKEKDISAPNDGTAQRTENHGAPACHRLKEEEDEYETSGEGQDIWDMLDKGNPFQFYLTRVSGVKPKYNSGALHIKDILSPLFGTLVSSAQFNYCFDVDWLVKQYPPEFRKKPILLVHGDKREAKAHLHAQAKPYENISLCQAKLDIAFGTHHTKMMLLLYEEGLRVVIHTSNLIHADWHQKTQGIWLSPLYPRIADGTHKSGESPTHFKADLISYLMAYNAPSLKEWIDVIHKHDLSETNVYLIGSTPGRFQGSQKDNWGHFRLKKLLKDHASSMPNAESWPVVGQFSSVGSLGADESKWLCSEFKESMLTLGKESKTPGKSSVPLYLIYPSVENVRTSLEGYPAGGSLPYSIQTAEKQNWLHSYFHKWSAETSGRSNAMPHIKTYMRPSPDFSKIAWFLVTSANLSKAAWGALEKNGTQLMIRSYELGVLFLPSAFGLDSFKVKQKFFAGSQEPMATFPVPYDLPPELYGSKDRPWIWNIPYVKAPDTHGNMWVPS
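AlphaScreen read-out: signal falls as enzyme removes the 3' tyrosine-FITC from a 5'-biotinylated DNA oligo (15 nM, 5 min, RT). Enzyme was E. coli-made recombinant Tdp1 at 1 nM, exposed to compound for 15 min beforehand; beads 10 ug/ml, 10 min.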
Active calls of the source: *; u = inconclusive; x = no result given; & = joins results of further samples; [ ] = dose if it differs, or a comment. The call rests on the fitted dose curve; in most records, active means well fitted curve in the direction sought with a large enough effect; inconclusive means small, poorly fitted or top-dose-only effect, or another doubt; inactive means no such curve, though single readings can be large; an effect the other way counts as inactive or inconclusive. On the % scale 0 is the no-effect control and ±100 the full control effect; potency means the concentration at half of the fitted maximal effect. Some of the compounds tested; count on the stated rates, not on these rows.

SMILES | GCN5L2 inh | TDP1 cell noCPT | TDP1 inh
Cc1ccc(N(C(C)C(=O)O)S(=O)(=O)c2cccnc2)cc1 (stereo unspecified) | u | -12.1% | 5.9%
CCc1ccc(CN(Cc2ccco2)c2cnc(S(C)(=O)=O)nc2C(=O)Nc2ccccc2Cl)cc1 | -15.0% | u | 6.8%
O=C(O)CCCNC(=O)c1cncc(Br)c1 | -4.3% | -4.7% | 2.0%
Nc1nc(-c2cccc(F)c2)cs1 | -5.8% | -6.3% | 2.8%
Cc1ccc(S(=O)(=O)Nc2cccc(/C=C/C(=O)O)c2)cc1 | u | -3.6% | -5.4%
O=S(=O)(c1ccc(C2CCCCC2)cc1)N1CCN(c2ncccn2)CC1 | -6.9% | u | 7.6%
Cc1ccccc1S(=O)(=O)Cc1ccc(C(=O)NC2CCCC2)o1 | -3.8% | 9.2% | 5.0%
COC(=O)c1nc(NC(=O)c2ccc(Br)cc2)n[nH]1 | x | -2.2% | 3.1%
CC1CCC2C(=O)N(c3ccc(NC4CCN(Cc5ccccc5)CC4)c([N+](=O)[O-])c3)C(=O)C2C1 (stereo unspecified) | -3.9% | 16.4µM* | 7.0%
Cn1nnnc1SCC(=O)c1c(N)n(C2CC2)c(=O)[nH]c1=O | -2.1% | 4.3% | 0.9%
CCN(CCCNC(=O)c1ccc(Sc2ccc(F)cc2)c(NC(C)=O)c1)c1ccccc1 | -10.5% | u | 7.8%
Cc1ccc(NC(=O)C2CCN(c3cc(C)nc4c(-c5ccc(Cl)cc5)c(C)nn34)CC2)c(C)c1 | 1.9% | -1.3% | 5.8%
C/C(N)=C(/C#N)C(=O)CSc1nnc(Nc2ccccc2)s1 | -1.2% | -21.5% | 0.0%
COc1cccc(CNc2ncnc3c2nnn3C)c1 | -4.1% | u | 5.2%
N#Cc1c(F)cccc1N1CCOCC1 | 1.8% | -1.9% | 7.3%
NS(=O)(=O)c1ccc(CCNC(=O)CN2CCCCCC2)cc1 | -7.3% | 7.4% | -2.5%
COC(=O)CCCNC(=O)c1ccc(OS(=O)(=O)c2cc([N+](=O)[O-])ccc2C)cc1 | -7.6% | -15.4% | x
COc1ccc(NS(=O)(=O)c2cccc(C(=O)NNC(=O)c3ccc(Br)o3)c2)cc1 | -5.5% | 5.8µM* | -3.7%
Cc1c(C(=O)O)cccc1-c1ccc(C=O)o1 | -6.3% | u | 0.0%
CCOC(=O)c1c(C)[nH]c(C)c1S(=O)(=O)N(C)Cc1ccco1 | -5.1% | 2.0% | 2.8%
C[C@@H]1C[C@@H]2OC(=O)[C@]3(C)[C@H]2[C@@H](OC3(C)O)[C@]2(C)C(=O)C=C[C@H]12 (stereo partly specified) | 12.3% | u | -2.4%
CN(CC(=O)Nc1c(Cl)cccc1Cl)C(=O)CNC(=O)c1ccco1 | -6.7% | -28.9% | 0.3%
CCOC(=O)N1CCN(C(=O)c2cc3cc(Br)ccc3oc2=O)CC1 | -15.7% | -15.1% | -1.3%
COc1ccc(-c2[nH]ncc2CN(C)CCc2c(C)n[nH]c2C)c(F)c1 | 0.9% | -11.8% | 0.0%
CCN(CC(=O)Nc1ccccc1C(F)(F)F)C(=O)CN1C(=O)NC2(CCCC2)C1=O | -6.4% | -33.5% | 4.3%

Limited to TDP1 cell noCPT and TDP1 inh, for 3 of the compounds above:
molecule | TDP1 cell noCPT | TDP1 inh
COC(=O)CCCNC(=O)c1ccc(OS(=O)(=O)c2cc([N+](=O)[O-])ccc2C)cc1 | -15.4% | x
COc1ccc(NS(=O)(=O)c2cccc(C(=O)NNC(=O)c3ccc(Br)o3)c2)cc1 | 5.8µM* | -3.7%
Cc1c(C(=O)O)cccc1-c1ccc(C=O)o1 | u | 0.0%

Reprinted at random: 2 entries already listed.
SMILES | GCN5L2 inh | TDP1 cell noCPT | TDP1 inh
O=C(O)CCCNC(=O)c1cncc(Br)c1 | -4.3% | -4.7% | 2.0%
COC(=O)CCCNC(=O)c1ccc(OS(=O)(=O)c2cc([N+](=O)[O-])ccc2C)cc1 | -7.6% | -15.4% | x

Carrying on.
SMILES | GCN5L2 inh | TDP1 cell noCPT | TDP1 inh
CCN(CC)S(=O)(=O)c1cc(OC)c(Cl)cc1Cl | -4.4%[0.501 µM] | -25.6% | -2.2%
COCCN=c1scc(-c2cccs2)n1/N=C(\C)c1ccco1 | -1.8% | u | 5.1%
COc1cc(NC(=O)Cc2ccccc2)ccc1NC(=O)Cc1ccccc1 | -10.5% | -0.8% | 2.4%
CC(=O)C1=C(O)C(=O)N(Cc2ccccc2)C1c1ccc(Cl)cc1 (stereo unspecified) | 1.6% | -8.6% | x
COc1ccccc1C(=O)Nc1ccncc1 | 1.4% | -14.5% | x
CCCCC(CC)CNC(=O)c1ccc2c(=O)n(CCOC)c(=O)[nH]c2c1 (stereo unspecified) | -2.0% | u | 2.9%
CCOc1ccc(CCNC(=O)COC(=O)c2sccc2C)cc1OCC | u | 13µM* | 4.6%
COc1cc(NC(=O)CSc2nc3ccccc3n2-c2ccccc2)c(C)cc1[N+](=O)[O-] | -9.6% | u | 2.6%
CCOC(=O)c1cn[nH]c1N | 0.9% | -14.9% | -5.8%
O=C(Cn1c(=O)c2cccn2c2ccccc21)NCCc1ccc(Cl)cc1 | -8.6% | -23.2% | -7.7%
COc1ccc(NC(=O)CN2CCC(Cc3ccccc3)CC2)cc1S(=O)(=O)N1CCOCC1 | -1.0% | u | 6.7%
O=C(COC(=O)CSc1ccc(F)cc1)NC1CCCCCC1 | -3.7% | -6.1% | 0.4%
CCC(C(=O)N1CCOCC1)n1nc(C)c2c(C)n(-c3ccccc3)nc2c1=O (stereo unspecified) | -4.2% | -11.6% | 0.5%
COc1cc(OC)c(NC(=O)N2CCN3CCCCC3C2)cc1Cl (stereo unspecified) | -1.4% | -2.4% | 11.3%
CC1CCCN(C(=O)CNC(=O)c2sc3ccccc3c2Cl)C1 (stereo unspecified) | 4.3% | u | -0.6%
CC1CCN(C(=O)CSc2c(C(C)C)cnc3c2c(=O)n(C)c(=O)n3C)CC1 | -7.7% | 16.4µM* | 2.7%
CCOC(=O)Nc1ccc2c(c1)N(C(=O)OCCN(C)C)c1ccccc1CC2 | -6.4%&-8.3% | u | 0.0%
Cc1c[nH]c(=O)n(CCCN2CCN(c3ccccc3OCC(F)(F)F)CC2)c1=O | -16.1% | u | 4.8%
CCOC(=O)c1c(NC(=O)/C=C/c2ccc(C)o2)sc(C)c1C | -4.1% | -21.9% | 5.2%
COC(=O)C1CCCCN1C(=O)c1cc(COc2cccc3cccnc23)on1 (stereo unspecified) | -3.6% | -26.8% | 0.5%
CCOc1ccc(Oc2nc(NCC(C)C)nc(NC(C)(C)C)n2)nn1 | -2.3% | u | 4.7%
O=C(CN1CCN(C(=O)c2cccs2)CC1)NC1CCCCC1 | -3.9% | 12.7% | -1.0%
Cc1oc2ncn(C)c(=O)c2c1C(=O)NCc1ccccc1 | 33.8%[activator] | -22.6% | 3.2%
Cn1ncc2c(N3CCCCC3)nc(NCCCO)nc21 | -7.7% | -1.1% | 2.4%
Cn1nc(C(=O)Nc2sc3c(c2C#N)CCCC3)ccc1=O | -5.0% | 0.4% | -4.6%

Quoted from above, 6 compounds:
SMILES | GCN5L2 inh | TDP1 cell noCPT | TDP1 inh
COC(=O)C1CCCCN1C(=O)c1cc(COc2cccc3cccnc23)on1 (stereo unspecified) | -3.6% | -26.8% | 0.5%
CCOc1ccc(Oc2nc(NCC(C)C)nc(NC(C)(C)C)n2)nn1 | -2.3% | u | 4.7%
O=C(CN1CCN(C(=O)c2cccs2)CC1)NC1CCCCC1 | -3.9% | 12.7% | -1.0%
Cc1oc2ncn(C)c(=O)c2c1C(=O)NCc1ccccc1 | 33.8%[activator] | -22.6% | 3.2%
Cn1ncc2c(N3CCCCC3)nc(NCCCO)nc21 | -7.7% | -1.1% | 2.4%
Cn1nc(C(=O)Nc2sc3c(c2C#N)CCCC3)ccc1=O | -5.0% | 0.4% | -4.6%

(next part)
SMILES | GCN5L2 inh | TDP1 cell noCPT | TDP1 inh
CC(C)(C)c1cc(-c2n[nH]c(=S)n2-c2ccc(Cl)cc2)n[nH]1 | -1.5% | u | 1.4%
CCN(CC(=O)NCc1cccs1)CC(=O)Nc1cccc(S(N)(=O)=O)c1 | -0.8% | 21.7% | 0.7%
CCCOc1ccc(C(=O)CCCC(=O)c2ccc(OCCC)cc2)cc1 | -0.7% | -5.4% | x
COc1ccccc1NC(=O)Nc1cc(NC(=O)Nc2ccccc2OC)c(C)nc1C | -2.8% | u | 5.6%
C/C=C(\C)CN1CCCC(N(C)CCc2ccc(OC)c(OC)c2)C1 (stereo unspecified) | 0.7% | 8.5% | x
COc1ccc(/C(=N/Nc2ncnc3ccccc23)C(=O)O)cc1 | -7.4% | u | -6.9%
CC(C)CCN(C(=O)c1ccc(N2CCCC2=O)cc1)c1c(N)n(Cc2ccccc2)c(=O)[nH]c1=O | 0.6% | -7.8% | x
CCCCC(C(=O)OCC)C(N)Cc1ccc(F)cc1 (stereo unspecified) | -3.2% | u | 6.9%
O=C(C1CCCCC1)N1CCN(S(=O)(=O)c2cccc([N+](=O)[O-])c2)CC1 | -4.6% | 9.5% | 2.3%
CCOC(=O)C1CCCN(Cc2ccc(OC)cc2OC)C1 (stereo unspecified) | 0.2% | -10.8% | 0.0%
CCOC(=O)N1CCC2(CC1)OC(=O)C(C)=C2C(=O)NCc1cccc(F)c1 | -2.5% | u | -3.7%
CC1(C)Nc2ccccc2N(CCC(=O)N2CCOCC2)C1=O | -5.2% | 14.9% | -1.0%
O=C(N/N=C/c1ccc(OC(=O)c2ccco2)cc1)c1ccncc1 | -2.5% | 20.0% | -3.9%
COc1ccccc1NC(=O)Nc1nnc(C(C)C)s1 | 4.7% | -19.0% | 2.6%
Cc1ccc(S(=O)(=O)N2CC(C)N(C(=O)N3CCOCC3)C2C)cc1 (stereo unspecified) | 1.3% | -0.9% | x
COc1ccc(CN2C(=O)c3ccccc3C(/C=N/OCc3ccc(Cl)cc3)C2=O)cc1 (stereo unspecified) | -9.8% | 11.6µM* | -8.6%
O=c1[nH]cnc2c1sc1nc(C(F)F)cc(-c3ccccc3)c12 | -0.8% | -24.1% | 1.3%
COc1ccc(C)cc1N(C(=O)COc1ccccc1)c1nc2ccccc2s1 | -6.9% | u | 2.7%
COc1cc(C(=O)NCC2(c3ccccc3)CCCC2)ccc1OC(C)C | -3.8% | 10.3µM* | x
Cc1cc2oc(=O)cc(COC(=O)Cn3cnnn3)c2cc1C(C)C | -4.7% | u | 5.1%[56.1 µM]
CC(=O)Nc1ccc(S(=O)(=O)NCCC(=O)NC(C)c2cccs2)cc1 (stereo unspecified) | -6.8% | 14.4% | 0.5%
COc1ccc(/C=C/C(=O)O)cc1S(=O)(=O)N1CCCC1 | 1.9% | 14.6% | -5.4%
Cn1c(C=O)c(C#Cc2ccccc2)c2ccccc21 | -4.8% | 23.1µM* | 20µM*
CCOc1ccc(S(=O)(=O)N2CC(=O)Nc3ccccc32)cc1C#N | -14.9% | -4.8% | x
Cc1ccc(Nc2nc(Cl)nc(NC3CCCCC3)n2)cc1 | 4.4% | u | x
CNC(=S)N1N=C(c2ccc(C)cc2)CC1c1ccc(OC)c(OC)c1 (stereo unspecified) | -8.1% | 14.6µM* | -2.6%
COc1cc(NC(=O)Cn2c(=O)n(Cc3ccccc3Cl)c(=O)c3cc(OC)c(OC)cc32)cc(OC)c1 | -12.2% | -29.0% | 5.0%
c1n[nH]c(NCc2ccc3c(c2)OCO3)n1 | -4.5% | -9.2% | -3.0%
Cc1ccc(NC(=O)c2c(NC(=O)Cc3ccccc3)sc3c2CCCC3)cc1 | -4.6% | u | -1.3%[12.3 µM]

Three structures out of the list, arranged by molar mass, rising.
SMILES | GCN5L2 inh | TDP1 cell noCPT | TDP1 inh
O=c1[nH]cnc2c1sc1nc(C(F)F)cc(-c3ccccc3)c12 | -0.8% | -24.1% | 1.3%
CC(C)(C)c1cc(-c2n[nH]c(=S)n2-c2ccc(Cl)cc2)n[nH]1 | -1.5% | u | 1.4%
COc1cc(C(=O)NCC2(c3ccccc3)CCCC2)ccc1OC(C)C | -3.8% | 10.3µM* | x
